N370S GC mod: qHTS Assay for Inhibitors and Activators of N370S glucocerebrosidase as a Potential Chaperone Treatment of Gaucher Disease; Lysosomal acid glucosylceramidase (Homo sapiens), P04062; N370S GC spleen homogenate, 4MU-glucoside fluorescence; Potency, µM (highest dose often 59.4 µM), for inactives: top-dose activity change, negative = inhibition, hits mostly inhibitors; actives 0.092% (n = 330,000);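 further: 0% = full enzyme activity and -100% = no enzyme basal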
TDP1 inh: qHTS Assay for Inhibitors of Tyrosyl-DNA Phosphodiesterase (TDP1); actives 0.28% (n = 350,000); Tyrosyl-DNA phosphodiesterase 1 (Homo sapiens), Q9NUW8; AID 485290, 2010; Potency, µM (series often up to 130 µM), inactives show at the top dose activity change, negative = inhibition, actives largely listed as inhibitors; recombinant TDP1, AlphaScreen DNA substrate cleavage; further: nearly all actives have a fitted effect of over 40% in size
Target sequence (Q9NUW8 whole entry, looked up): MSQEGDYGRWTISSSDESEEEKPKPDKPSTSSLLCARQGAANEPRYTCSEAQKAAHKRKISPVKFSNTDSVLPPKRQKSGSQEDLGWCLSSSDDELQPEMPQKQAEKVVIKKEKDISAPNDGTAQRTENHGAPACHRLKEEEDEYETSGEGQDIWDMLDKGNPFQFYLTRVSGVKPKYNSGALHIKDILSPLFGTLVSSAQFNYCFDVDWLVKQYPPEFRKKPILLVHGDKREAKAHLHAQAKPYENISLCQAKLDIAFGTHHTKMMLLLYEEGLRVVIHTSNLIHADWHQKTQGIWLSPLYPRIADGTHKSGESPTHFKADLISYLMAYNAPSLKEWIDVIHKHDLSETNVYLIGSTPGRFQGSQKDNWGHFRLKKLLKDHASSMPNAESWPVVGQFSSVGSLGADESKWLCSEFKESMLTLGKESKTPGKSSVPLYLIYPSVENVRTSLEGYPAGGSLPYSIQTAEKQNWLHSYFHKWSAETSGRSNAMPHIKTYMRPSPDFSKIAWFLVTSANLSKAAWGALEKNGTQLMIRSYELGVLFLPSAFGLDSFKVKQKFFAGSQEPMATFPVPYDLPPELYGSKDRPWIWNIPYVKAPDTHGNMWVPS
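Enzyme-compound mixtures sat 15 min at room temperature, followed by a 5 min reaction with 15 nM final substrate and 10 min with AlphaScreen beads. Recombinant human Tdp1 was used at 1 nM final.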
TDP1 cell noCPT: qHTS for Inhibitors of human tyrosyl-DNA phosphodiesterase 1 (TDP1): qHTS in cells in absence of CPT. DT40 Tdp1-/- hTDP1 cells, no CPT, ATP luminescence, 48 h. Potency, µM (highest dose often 46.2 µM), inactives show at the highest dose activity change, negative = growth inhibition, most hits filed as inhibitors. actives 15% (n = 420,000); further: nearly all actives have a fitted effect of over 55% in size
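Luminescent ATP content (CellTiter-Glo) served as the growth readout. Knockout chicken DT40 cells expressing human TDP1 were exposed to compounds without camptothecin for a minimum 48 hr at 37 °C.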
An asterisk follows results filed as active; ? = inconclusive; / = not tested or not shown; & = joins results of further samples; [ ] = another dose, or the depositor's remark. The call rests on the fitted dose curve; in most records, active means well fitted curve in the direction sought with a large enough effect; inconclusive means small, poorly fitted or top-dose-only effect, or another doubt; inactive means no such curve, though single readings can be large; an effect the other way counts as inactive or inconclusive. Unless noted, on the % scale 0 is the no-effect control and ±100 the full control effect; potency means the concentration at half of the fitted maximal effect. These rows are one share of the data; the hit share may differ from the screen's.

compound,N370S GC mod,TDP1 inh,TDP1 cell noCPT
O=C(O)COc1c(Cl)cc(/C=C2/NC(=O)NC2=O)cc1Br,-6%,-5%,-22%
CCOc1cc(/C=C2\C(=O)ON=C2c2ccccc2)cc(Br)c1O,-4%,/,?
O=C1/C(=C/c2cccnc2)N=C2CCCCCN12,-5%,5%,-12%
Cn1c(CNC(=O)CNS(=O)(=O)c2ccccc2)cc(=O)n(C)c1=O,3%,0%,34%[activator]
Cc1cc(Cl)ccc1OCCCC(=O)NCc1ccncc1,14%,0%,?
CCOC(=O)C1CCN(C(=S)Nc2cccc(C)c2C)CC1,-14%,8%,-14%
Cc1cc(N2C(=O)C3C4CC(c5ccccc5)C(C4)C3C2=O)no1 (configuration not stated),-3%,2%,-18%
Cc1c(Cl)cccc1-n1c(-c2cccnc2)n[nH]c1=S,24%,0%,9%
COc1cccc(Nc2nc3ccccc3nc2-n2nc(C)cc2C)c1,-5%,-5%,2%
CCn1cc(CNC(=O)C2CCC(=O)N(C3CCCCCC3)C2)cn1 (configuration not stated),2%,1%,5%
Cc1cc2ncn(-c3nnnn3-c3ccccc3)c2cc1C,0%,-1%,-7%
Cc1sc2nc(SCC(=O)N3CCOCC3)[nH]c(=O)c2c1C,-3%,1%,-5%
CCOC(=O)C1=C(CSc2nc3c(cc2C#N)CN(C)CC3)OC(N)=C(C#N)C1c1ccccc1 (configuration not stated),-13%,4%,29µM*
Cc1ccccc1NC(=O)COc1coc(CN2CCN(Cc3ccccc3)CC2)cc1=O,-15%,4%,-24%
CC(C)NS(=O)(=O)c1ccc(OCC(=O)NC(C)c2ccccc2)cc1 (configuration not stated),-5%,3%,-1%
COc1cc(/C=C(\C#N)c2nc3ccc(C)cc3[nH]2)ccc1OCc1ccc(C)cc1,/,4%[12.3 µM],8.2µM*
C=CCn1c(SCC(=O)Nc2cccc(OC)c2)nnc1-c1cccnc1,10%,8%,-2%
NC(=O)c1cc(NC(=O)CCNS(=O)(=O)c2cccc(C(F)(F)F)c2)cc(C(N)=O)c1,0%,7%,10%
CCC(=O)N1c2ccc(S(=O)(=O)NCCc3ccc(C)cc3)cc2CC1C (configuration not stated),5%,3%,-9%
COc1cccc(C(=O)NC(c2ccc(Cl)cc2)c2cc(Cl)c3cccnc3c2O)c1 (configuration not stated),/,9%,5.8µM*
COc1ccc(N2CCN(C(=O)CNC(=O)c3cccs3)CC2)cc1,-4%,4%,12%
Cc1ncc(CSc2ccc(Cl)cc2)c(CO)c1O,-15%,/,?
Cc1ccsc1C(=O)N1CCN(c2ccccn2)CC1,1%,/,-3%
CCOC(=O)C(C)Sc1nc2c(c(-c3cccs3)c1C#N)CCC2 (configuration not stated),7%,-1%,?
CSc1ccc(S(=O)(=O)N2CCCC2)cc1,2%,0%,0%
CCOc1ccc(S(=O)(=O)N2CCC(C(=O)NC3CCCC3)CC2)cc1,0%,0%,5%
C/C(=N\NC(=O)c1ccco1)c1cccc2ccccc12,-10%,/,-26%
CC12CCC(=O)N1C(C(=O)Nc1nc(-c3cc(F)ccc3F)cs1)CS2 (configuration not stated),-11%,-2%,?
COc1ccc(CCNc2ncnc3c2cnn3-c2ccc(F)cc2)cc1,/,3%,?
Cc1noc2ncnc(N3CCCC(C(=O)Nc4cc(F)ccc4F)C3)c12 (configuration not stated),/,6%,12µM*

In the list so far, these contain fluorine.
compound,N370S GC mod,TDP1 inh,TDP1 cell noCPT
NC(=O)c1cc(NC(=O)CCNS(=O)(=O)c2cccc(C(F)(F)F)c2)cc(C(N)=O)c1,0%,7%,10%
CC12CCC(=O)N1C(C(=O)Nc1nc(-c3cc(F)ccc3F)cs1)CS2 (configuration not stated),-11%,-2%,?
COc1ccc(CCNc2ncnc3c2cnn3-c2ccc(F)cc2)cc1,/,3%,?
Cc1noc2ncnc(N3CCCC(C(=O)Nc4cc(F)ccc4F)C3)c12 (configuration not stated),/,6%,12µM*

Other results
compound,N370S GC mod,TDP1 inh,TDP1 cell noCPT
Cc1c(C(=O)N(Cc2ccc(N(C)C)cc2)CC2CCCO2)oc2ccccc12 (configuration not stated),-12%,15%&9%,23µM*
Cc1nn(-c2ccccc2)cc1C(=S)Nc1ccccc1,2%,8%,-30%
COc1ccc(OC)c(N/C(C)=C/C(=O)c2ccccc2)c1,26%,6%,?
CNc1ccccc1C(C)(C)c1cc(-c2cccc(OC)c2)no1,11%,2%,5.2µM*
COc1ccc(Cn2c(SCc3ccc(C(=O)NC4CCCCC4)cc3)nc3cccnc32)cc1,/,7%,15µM*
C=CCN(CC=C)C(=S)NC(=O)/C=C/c1ccccc1,7%,0%,23µM*
O=C(CN1c2cccc3cccc(c23)S1(=O)=O)NCCc1ccccc1,/,0%,-18%
O=[N+]([O-])c1ccc2[nH]c3c(c2c1)CCCC3O (configuration not stated),0%,7%,-21%
O=C(NCC1CCCO1)c1cc(-c2ccccc2)nc2ccc(Br)cc12 (configuration not stated),-2%,5%,?
COc1ccc(NC(=S)N2CCN(S(C)(=O)=O)CC2)cc1OC,-1%,0%,-1%
CCCCCC(O)(CCCCC)C(=O)NNc1ccccc1,-29%,6%,?
COc1cccc(C(C(=O)NC(C)(C)C)N(C(=O)CCC(=O)Nc2cc(C)on2)C(C)(C)C)c1OC (configuration not stated),4%,2%,?
Cc1ccc2c(CN3CCC(C)CC3)cc(=O)oc2c1C,-7%,/,?
NCCN1CCN(S(=O)(=O)c2ccc([N+](=O)[O-])cc2)C=C1c1ccc(Cl)cc1,/,4%,?
COc1cccc(CNC(=O)c2cc3c(=O)n(Cc4cccnc4)ccc3nc2C)c1,/,3%,?
Nc1nc2ccc(C(=O)NCCOC(=O)C3CCCCC3)cc2s1,-3%,-6%,-10%
CC(=O)/C(=N/Nc1ccc(Br)cc1)N1CCCc2ccccc21,9%,/,?
CCOc1ccc(CNC(=O)CN2C(=O)CCn3nc(-c4cn(C)c5ccccc45)cc32)cc1OC,/,5%,-8%
O=C(O)CCn1cc(C2CC(c3ccccc3)=NN2c2ccccc2)c(-c2ccccc2)n1 (configuration not stated),22%,-5%,-29%
Cc1[nH]nc2nc(SCC(=O)NC3CCCCC3)n(-c3ccc(Br)cc3)c(=N)c12,-3%,-10%,6.5µM*
CN(/N=C/c1ccc2c(c1)OCO2)c1nc(N2CCOCC2)nc(N2CCOCC2)n1,-7%,0%,-25%
O=C(NC1CCCCC1)C(c1ccccc1F)N(Cc1ccco1)C(=O)Cn1nnc2ccccc21 (configuration not stated),1%,-4%,18µM*
COc1ccc2c(c1OC)C(=O)OC2Nc1nc(-c2cc3ccccc3oc2=O)cs1 (configuration not stated),6%,0%,?
COc1cccc(/C=N/NC(=O)Cn2ccnc2C)c1,-1%,3%,-3%
COc1ccc(CCNS(=O)(=O)c2cc3c4c(c2)CCN4C(=O)CC3)cc1OC,0%,-2%,-22%
COc1ccc(Cl)cc1NC(=O)C1COc2ccccc2O1 (configuration not stated),?,-5%,?
COC(=O)c1cccc(NS(=O)(=O)c2ccc(OC)cc2)c1C,3%,-2%,6.5µM*
O=C(NNS(=O)(=O)c1ccc(F)cc1F)C1Cc2c(ccc3ccccc23)O1 (configuration not stated),1%,8%,18µM*
COC(=O)c1ccc(NC(=O)C2C3C=CC(C3)C2C(=O)O)cc1 (configuration not stated),-7%,/,19%
CCC(c1nnnn1Cc1ccccc1)N(Cc1cc2cc(OC)ccc2[nH]c1=O)CC1CCCO1 (configuration not stated),9%,7%,?

Additional records:
compound,N370S GC mod,TDP1 inh,TDP1 cell noCPT
CCOc1ccc(CNC(=O)CCCC(=O)n2ncc3cc(C)ccc32)cc1,-2%,/,-19%
CN(/N=C/c1ccc(-c2ccc([N+](=O)[O-])cc2)o1)c1ccccc1,2%,10%,-7%
CCOC(=O)C(CC)Sc1nnc(COc2ccc(C)cc2)n1-c1ccccc1 (configuration not stated),?,-3%,?
COc1ccccc1N1CCN(CCCCN2C(=O)CCC2=O)CC1,10%&-11%,2%,-2%&-17%
COC(=O)c1ccccc1NC(=O)CSc1nc(NC(=O)c2ccccc2)c2c(C)c(C)oc2n1,17%,0%,-30%
Cc1c(CCC(=O)NCCC(=O)O)c(=O)oc2c(C)c3oc4c(c3cc12)CCCC4,6%,/,2%
CN(C)CCCNC(=O)C[C@H]1C[C@H](C(=O)N2CCCCC2)[C@@]2(C)c3[nH]c4cc(-c5ccco5)ccc4c3CCN2C1=O,/,1%[56.1 µM],?
CCc1ccc2c(c1)C(=O)c1ccccc1C2=O,7%,0%,7%
O=C(COc1ccc(Oc2ccccc2)cc1)NC1CCS(=O)(=O)C1 (configuration not stated),/,0%,?
CCn1c2ccccc2c2cc(NC(=O)COc3ccccc3OC)ccc21,?,-3%,3.7µM*
CCn1c(NCCO)nc2c(c1=O)C(C)(CC)Cc1ccccc1-2 (configuration not stated),1%,6%,16µM*
COc1ccc(CC(=O)Nc2nccs2)cc1S(=O)(=O)N1CCOCC1,/,0%,-2%
O=C(O)c1cc(O)c2c(c1)[C@@H]([C@H]1c3cc(C(=O)O)cc(O)c3C(=O)c3c(O[C@@H]4O[C@H](CO)[C@@H](O)[C@H](O)[C@H]4O)cccc31)c1cccc(OC3O[C@H](CO)[C@@H](O)[C@H](O)[C@H]3O)c1C2=O (some centres not stated),-18%,/,?
CCOC(=O)C1CCN(C(=O)COC(=O)c2ccccc2OCC)CC1,/,0%,0%
COCc1nnc(NC(=O)c2ccc(OC)cc2OC)s1,11%,2%,-19%
CC(C)(N)C(=O)N[C@@H](Cc1cnc[nH]1)C(=O)N[C@H](Cc1ccc2ccccc2c1)C(=O)N[C@H](Cc1ccccc1)C(=O)N[C@@H](CCCCN)C(N)=O,-15%,11%,/
CCCCN(C)C(=O)CN1C(=O)c2cccnc2Oc2ccc(Cl)cc21,/,10%,?
Cn1ncc(Br)c1C(=O)Nc1c(F)c(F)cc(F)c1F,0%,2%,?
COc1ccc(-c2sc3ccc(N4CCOCC4)cc3c2-c2ccc(OC)c(F)c2)cc1,1%,/,-29%
COc1cc(/C=C2/C(=O)N(c3ccc(C)c(C)c3)N=C2C)cc([N+](=O)[O-])c1O,-7%,/,23%
COCCn1c(=O)c(-c2cn(C)c3ccccc23)nc2cnc(Oc3ccccc3)nc21,-8%,/,-10%
Cc1ccc(NC(=O)C2CCN(S(=O)(=O)c3cnc[nH]3)CC2)cc1C,0%,5%,-1%
Clc1ccc2nnc(Cl)n2n1,14%,2%,1%
CCOc1cc(OCC)c(C(C)=O)cc1OCC,5%,1%&6%,-6%
Cc1ccc(-n2nc3c(=O)n(CCCC(=O)NCc4ccc(Cl)cc4)nc(C)c3c2C)cc1,-4%,-17%,13µM*
Cc1nn(C(=O)c2ccc([N+](=O)[O-])cc2)c(C)c1Br,3%,0%,-13%
COc1ccccc1NC(=O)COC(=O)CCS(=O)(=O)c1ccc(C)cc1,18%,4%,3%
CCC1CN(S(=O)(=O)c2cc(-c3cc(C)no3)ccc2OC)c2cc(C)ccc2O1 (configuration not stated),6%,0%&-3%,23µM*
CNC(=O)c1cc2cc(OC)ccc2oc1=O,5%,2%,-1%
COc1cccc(/C=N/NC(=O)c2ccncc2)c1OC(=O)c1ccc(Br)cc1,-16%,5%,?

In the list so far, these have a cyano group.
compound,N370S GC mod,TDP1 inh,TDP1 cell noCPT
CCOC(=O)C1=C(CSc2nc3c(cc2C#N)CN(C)CC3)OC(N)=C(C#N)C1c1ccccc1 (configuration not stated),-13%,4%,29µM*
COc1cc(/C=C(\C#N)c2nc3ccc(C)cc3[nH]2)ccc1OCc1ccc(C)cc1,/,4%[12.3 µM],8.2µM*
CCOC(=O)C(C)Sc1nc2c(c(-c3cccs3)c1C#N)CCC2 (configuration not stated),7%,-1%,?

Next results.
compound,N370S GC mod,TDP1 inh,TDP1 cell noCPT
CCOC(=O)CCc1c(C)nc(SCc2ccc(C(=O)O)cc2)c(C#N)c1C,-3%,/,-3%
COc1ccc(NC(=O)CNC(=O)Cn2ccc3ccccc3c2=O)cc1OC,/,9%,7%
CSC(=NC#N)N1CCN(C(c2ccccc2)c2ccccc2)CC1,-1%,/,-27%
O=S(=O)(c1ccc(Cl)nc1)N1CCN(c2ncccn2)CC1,3%,-7%,5%
CC(=O)Nc1ccc(OC(=O)CC2SC(=O)NC2=O)cc1 (configuration not stated),3%,/,-7%
Cc1ccc(NC(=O)COc2ccc(/C(N)=N/O)cc2)cc1C,6%,-3%,-4%
OCCC1CN(Cc2ccon2)CCN1Cc1ccc(F)c(F)c1 (configuration not stated),-5%,5%,-1%
